Bioassay records: PubChem BioAssay, several laboratories
Hsp70 activator: transcriptional activators of Hsp70 | HeLa Hsp70 promoter luciferase reporter, luminescence; scaled: vehicle 0, proteasome-inhibitor control 100% | activation, % at 10 µM | 200,000 tested, 0.04% active | AID 1203;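 active = activation above the mean across all tested compounds plus 3 SD, cutoff set per campaign, cut at about 5.5% in these data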;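 also: 100% = MG132 at 30 µM as the positive control and 0% = DMSO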
G6PDH CS: counter-screen for G6PDH assay hits: L. mesenteroides G6PDH inhibition | AID 1020 | inhibition, % at 5 µM | 200,000 tested, 0.12% active | Purified L. mesenteroides G6PDH, diaphorase/resazurin coupled fluorescence, 45 min; in the data active = inhibition above about 50%
APP 5'UTR act: activates APP 5'UTR luciferase reporter; SH-SY5Y APP 5'UTR luciferase reporter, luminescence; zero percent = DMSO vehicle wells; activation, % at 2 µM; 190,000 tested, 1% active;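 active = activation above a set limit, based on mean plus 3 SD of controls, cut at about 140% in these data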; also: values of inactives mirror those of a sister screen read the other way
DTT redox prof: compounds producing H2O2 with reducing agent – biochemical, NIH compound library profiling, artefact control for MLSCN library redox annotation, primary screen; DTT-dependent redox cycling H2O2, phenol red/HRP absorbance; 100% = 100 µM peroxide control, 0% = buffer; AID 878; 200,000 tested, 0.03% active; activation, % at 10 µM;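 active = activation of at least 50% relative to the plate's high and low controls in the primary single-dose screen; inactive = activation below 50%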;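 also: compound incubated with DTT at 0.8 mM final as the reducing agent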
FLuc inh counter: counter-screen for luciferase assay inhibitors: firefly luciferase inhibition; inhibition, % at 10 µM; ATPLite firefly luciferase biochemical luminescence, 10 min; 200,000 tested, 1.5% active;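 active = inhibition above about 50% when tested at 10 µM, limit read from the data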
Target sequence (P08659 whole entry, looked up): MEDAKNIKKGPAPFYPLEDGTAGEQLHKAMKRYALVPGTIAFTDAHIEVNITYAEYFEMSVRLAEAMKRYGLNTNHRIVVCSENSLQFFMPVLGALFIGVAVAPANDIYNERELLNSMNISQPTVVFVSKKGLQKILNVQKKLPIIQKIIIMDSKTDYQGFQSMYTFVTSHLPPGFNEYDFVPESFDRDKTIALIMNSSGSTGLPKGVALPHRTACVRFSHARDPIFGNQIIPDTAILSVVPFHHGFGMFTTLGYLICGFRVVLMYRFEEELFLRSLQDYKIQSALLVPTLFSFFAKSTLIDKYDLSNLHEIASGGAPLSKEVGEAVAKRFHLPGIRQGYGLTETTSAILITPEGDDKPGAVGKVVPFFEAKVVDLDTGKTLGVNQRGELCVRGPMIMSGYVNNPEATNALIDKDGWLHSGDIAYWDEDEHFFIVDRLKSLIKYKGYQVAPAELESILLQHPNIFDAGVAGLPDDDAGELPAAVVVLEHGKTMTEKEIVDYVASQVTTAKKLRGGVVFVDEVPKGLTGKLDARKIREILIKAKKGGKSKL
STAT1 act: STAT1 signaling activation; activation (% of control), % at 5.5 µM; 200,000 tested, 2.6% active; NIH 3T3 STAT1-luciferase reporter, IFN-gamma, luminescence; 100% = IFN-gamma alone, no compound;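 active = activation above the screen-wide mean activation plus 3 SD, cut at about 130% in these data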;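 also: raw ratio to IFN-gamma control signal so 100% means no change and 0% no light; values of inactives mirror those of a sister screen read the other way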
FLuc stim CS: affects firefly luciferase, flagging false hits in luciferase stimulation screens; activation factor at 10 µM; AID 1027; ATPlite luciferase biochemical, luminescence, 10 min; 0 = ATP-free wells, 1 = DMSO control; 200,000 tested, under 10 active;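 active = luciferase activation factor, scaled between plate controls, of at least 2 with compound at 10 µM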
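Assay system: Luciferase/luciferin detection reagent, cell-free biochemical luciferase assay / Read-out: luciferase activation / Benchmarks: No-ATP low control, compound-free enzyme-plus-ATP high control / Medium: PBS buffer for ATP / Detection: luminescence measurement of luciferase light output / Schedule: 10 min at ambient temperature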
NF-kB expr up: NF-kB expression increase, human neuronal cells; NF-kB reporter expression; stronger effect = higher value; fold change at 12.5 µM; 190,000 tested, 1.6% active; AID 1239; in the data active = fold change above about 3.3
Efa HMGR inh: E. faecalis class II HMG-CoA reductase inhibition; purified E. faecalis HMGR, NADPH absorbance 340 nm kinetic; inhibition, % at 10 µM; 190,000 tested, 0.41% active; AID 1066;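 active = inhibition above a set limit, the median over all tested compounds plus 3 SD, cut at about 9.5% in these data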;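 also: enzyme runs in reverse so mevalonate oxidation gives rising NADPH absorbance; 0% = complete reaction with DMSO and 100% = background rate lacking mevalonate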
APP 5UTR inh: APP translation inhibition; inhibition, % at 2 µM; 190,000 tested, 0.82% active; SH-SY5Y APP 5'UTR-luciferase reporter, luminescence;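 active = inhibition above a set limit, derived from the sample mean plus 3 SD, cut at about 45% in these data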; also: values of inactives mirror those of a sister screen read the other way
Active calls of the source: *; / = no result given. Outcome played no part in choosing rows; any-hit rate near 5.3%.

entry	SMILES	Hsp70 activator	G6PDH CS	APP 5'UTR act	DTT redox prof	FLuc inh counter	STAT1 act	FLuc stim CS	NF-kB expr up	Efa HMGR inh	APP 5UTR inh
1	O=C(NCc1ccc(Cl)cc1)c1ccc(Cl)cc1[N+](=O)[O-]	-0.1	16	8	2.4	-9	105	1.1	1.2	-3	-8
2	Cc1nc2cc(N3CCCCC3)c(NC(=O)c3ccncc3)cc2c(=O)n1Cc1ccc(Cl)cc1	0.3	-2	/	0.4	-4	97	1	0.98	-9	/
3	O=C(Nc1nnc(SCc2ccccc2Cl)s1)C1COc2ccccc2O1 (centres undefined)	-0.3	1	-4	-15	-4	105	1	1.2	/	4
4	CCCCNS(=O)(=O)c1ccc2nc(-c3cccnc3)cc(C(=O)NC3CC3)c2c1	-0.2	13	12	0.5	-2	106	1	1.1	1	-12
5	Cc1ccc(-n2cccc2/C=N/n2cnnc2)cc1Cl	-0.3	-3	8	0.3	-10	95	1.1	0.94	-5	-8
6	C=CCOc1ccc(Br)cc1CNCCCN1CCOCC1	-0.4	-12	-1	0.2	-8	106	1.1	0.95	1	1
7	O=C(Cc1cccs1)N1CCCC(c2nc3c(nnn3Cc3cccc(Cl)c3)c(=O)[nH]2)C1 (centres undefined)	-0.4	2	11	-8.3	-8	101	1.1	0.88	-3	-11
8	CCN(Cc1ccccc1)C(=O)C1CCN(C/C(C)=C/c2ccccc2)CC1	-0.1	5	-1	-0.2	-8	100	1.1	1	1	1
9	CN(C)S(=O)(=O)c1ccc(Cl)c(NC(=O)COc2ccccc2[N+](=O)[O-])c1	-0.2	10	-3	-0.3	-2	96	1	0.98	1	3
10	CC(C)CNC(=O)c1ccc(Cl)c(N)c1	-0.6	-1	-11	0.1	0	97	1	0.87	3	11
11	Cc1ccc(S(=O)(=O)N2CCC(C(=O)N/N=C/c3ccncc3)CC2)cc1	-0.4	7	-10	-0.1	-4	99	1	1	1	10
12	CCCOc1ccc(C2/C(=C(/O)c3ccc(F)cc3)C(=O)C(=O)N2CCCN(C)C)cc1 (centres undefined)	-0.2	-12	2	0.8	-6	106	1.1	1.1	-3	-2
13	CSc1ccccc1NC(=O)COc1ccccc1C	-0.2	-2	16	0.1	8	119	0.9	0.92	2	-16
14	N#Cc1c(N)nc(SCc2ccccn2)c(C#N)c1-c1cccs1	-0.1	-33	4	1.7	-5	99	1.1	0.93	-6	-4
15	O=C(c1cc2ccccc2o1)N1CCN=C1SCc1cccnc1	-0.1	9	17	0.7	3	98	1	1.2	-2	-17
16	CCCNC(=O)Cn1cnc2sc(C(=O)N3CCN(Cc4ccc5c(c4)OCO5)CC3)c(C)c2c1=O	-0.3	12	-16	0.0	3	97	1	1.1	-2	16
17	CCCCOCCCNC(=O)N[C@H](C(=O)OC)C(C)C	0.1	3	-4	3.0	-4	97	1	1.1	-1	4
18	O=C(NCCCO)C12CC3CC(CC(C3)C1)C2	0.0	/	70	0.2	/	98	/	/	/	-70
19	COC(=O)Nc1ccc(S(=O)(=O)N(C)C)cc1	-0.4	7	-2	0.5	-4	103	1	1.3	0	2
20	O=C1c2ccccc2C(=O)C1C1=Nc2ccccc2NC(c2ccccc2)C1 (centres undefined)	-0.4	10	-7	-0.4	-4	99	1	1.1	1	8
21	CCOC(=O)c1c(C(F)(F)F)cc(-c2ccc(F)cc2)nc1C	-0.3	0	3	0.3	-6	102	1.1	1.2	-4	-4
22	CCc1nc2nc(C)cc(Nc3cccc(C(F)(F)F)c3)n2n1	-0.1	-4	-7	-2.1	-8	91	1.1	0.91	1	7
23	CC(C)COc1ccc(C/C(N)=N/n2cnnc2)cc1	0.0	2	18	-0.5	-3	67	1	0.87	-4	-18
24	O=C(Nc1ccc2c(c1)nc1n2CCOC1)c1ccccc1	0.1	0	83	0.1	37	126	0.6	1.7	0	-83
25	O=C(CNC(=O)c1ccccc1F)N/N=C/c1cn[nH]c1-c1ccccc1	-0.5	0	-6	-0.4	1	103	1	0.85	1	6
26	Cc1c(Br)c(C(=O)N2CCc3ccccc32)nn1C	0.0	3	28	-0.1	6	126	0.9	2.4	-4	-28
27	O=C(CC1SCCNC1=O)Nc1ccc(Cl)c(Cl)c1 (centres undefined)	0.2	9	-7	-2.2	4	106	1	1.5	-3	7
28	COc1ccc(N/N=C2/CCCCC2=O)cc1	-0.2	20	10	-0.1	-1	105	1	1.5	-4	-10
29	CCn1c(SCC(=O)N2c3ccccc3CCc3ccccc32)nnc1-c1ccc(OC)cc1	-0.4	0	-2	-0.1	-2	96	1	0.91	-4	2
30	COc1ccc2c(c1)C1NC(=S)NC(C)(O2)C1C(=O)Nc1ccccc1C (centres undefined)	-0.2	-2	5	-1.5	-3	101	1	0.91	0	-5
31	C=CCSc1nc(NC)c2sccc2n1	-0.1	17	-1	2.4	-4	94	1	0.96	-6	1
32	CC(NC(=O)c1ccco1)C(=O)OC(C)C(=O)NCc1ccccc1 (centres undefined)	-0.3	1	-15	-4.1	-3	95	1	1.2	-4	16
33	Cc1ccccc1-c1nsc(SCC(=O)NCc2ccc3c(c2)OCO3)n1	-0.2	-9	-13	0.6	3	103	1	1.2	-5	13
34	Cc1nc2c(C#N)c[nH]n2c(=O)c1Cc1ccccc1	-0.1	5	-7	-0.7	-5	95	1	1.3	-4	7
35	CCOC(=O)C1C(=O)CC(C)(O)C(C(=O)OCC)C1c1ccc(C)s1 (centres undefined)	0.0	17	5	0.3	-3	95	1	0.95	-2	-5
36	CN(C)S(=O)(=O)c1ccc(NC(=O)C2CC3C=CC2C3)cc1 (centres undefined)	-0.4	3	13	0.1	-3	98	1	1.2	-4	-13
37	Cc1ccc2c(CSc3nnc(C4CC4)n3N)cc(=O)oc2c1C	0.0	-3	22	0.8	-1	102	1	1.3	-3	-22
38	Cc1ccc(C)c(NC(=O)C(OC(=O)c2ccc(C)s2)c2ccccc2)c1 (centres undefined)	-0.5	10	-3	0.5	-1	98	1	1.2	1	3
39	Cc1ncc([N+](=O)[O-])n1CC(=O)NCc1ccccc1	0.2	2	-4	2.4	-3	98	1	1.1	-3	4
40	C=CCNC(=O)c1ccccc1NC(=O)COc1ccc(OC)cc1	-0.3	4	18	-0.1	-3	93	1	1.2	2	-18

Complete entries as entered above. Order of values: Hsp70 activator	G6PDH CS	APP 5'UTR act	DTT redox prof	FLuc inh counter	STAT1 act	FLuc stim CS	NF-kB expr up	Efa HMGR inh	APP 5UTR inh
Results for O=C(Nc1ccc2c(c1)nc1n2CCOC1)c1ccccc1 : 0.1	0	83	0.1	37	126	0.6	1.7	0	-83
Results for CCCOc1ccc(C2/C(=C(/O)c3ccc(F)cc3)C(=O)C(=O)N2CCCN(C)C)cc1 (centres undefined) : -0.2	-12	2	0.8	-6	106	1.1	1.1	-3	-2
Results for Cc1c(Br)c(C(=O)N2CCc3ccccc32)nn1C : 0.0	3	28	-0.1	6	126	0.9	2.4	-4	-28

Going on with the list.
entry	SMILES	Hsp70 activator	G6PDH CS	APP 5'UTR act	DTT redox prof	FLuc inh counter	STAT1 act	FLuc stim CS	NF-kB expr up	Efa HMGR inh	APP 5UTR inh
41	Cn1c(SCC(=O)Nc2ccccc2)nc2c([nH]c3ccccc32)c1=O	0.0	-7	15	0.2	-5	90	1	1.1	-1	-15
42	Cc1ccc(-c2cc(C(=O)N/N=C/C=C/c3ccco3)c3ccccc3n2)cc1C	-0.1	4	42	0.1	73*	79	0.3	1.6	-5	-42
43	Cc1cc(=O)[nH]c(CN2CCOCC2)n1	-0.3	11	7	-0.6	-6	101	1.1	1.5	-4	-7
44	CCOC(=O)c1cnc(-c2ccccc2)nc1Oc1ccccc1	-0.4	6	10	3.3	-9	102	1.1	0.96	-1	-10
45	C=CCn1c(SCCC#N)nnc1-c1ccncc1	0.3	15	-15	-1.3	2	100	1	1.3	1	15
46	CN(C)S(=O)(=O)c1cccc(NC(=O)COC(=O)c2cccc(S(=O)(=O)N3CCc4ccccc4C3)c2)c1	-0.1	8	-11	-0.1	-1	99	1	1	-4	10
47	Cn1ncc([N+](=O)[O-])c1C(=O)N/N=C/c1ccc(F)cc1	-0.4	3	1	-0.3	-6	103	1.1	1	2	-2
48	CC(Sc1ccc2ccccc2c1)C(=O)NC(N)=O (centres undefined)	-0.3	6	13	-0.3	-5	100	1.1	1.2	-3	-13
49	CCOC(=O)c1[nH]c2ccc(OC)cc2c1NC(=S)N1CCN(c2cccc(Cl)c2)CC1	-0.2	-28	-5	0.9	0	101	1	1.3	-10	5
50	CC(C)C(=O)c1cn(CC(=O)NCc2ccco2)c2ccccc12	-0.3	9	13	-0.1	-8	108	1.1	1.5	-2	-13
51	O=C(Nc1ncnc2c1ncn2C1OC(COC(=O)c2ccccc2)C(F)C1O)c1ccccc1 (centres undefined)	0.4	4	-8	3.1	-5	99	1.1	1	-3	8
52	Cc1c(NS(=O)(=O)c2ccc3[nH]c(=O)[nH]c3c2)c(=O)n(-c2ccccc2)n1C	-0.2	-1	9	0.9	-8	102	1.1	0.91	-1	-9
53	CCCCNC(=O)N1CCN(C(=O)c2ccco2)CC1	-0.1	2	17	-0.8	-3	111	1	/	-1	-17
54	CC(C)C(=O)Nc1cccc(NC(=O)CCN2C(=O)c3ccccc3S2(=O)=O)c1	-0.5	1	3	0.3	-17	124	1.2	1.1	2	-3
55	Cc1cc(C(=O)OC(C(=O)Nc2cccc(C(F)(F)F)c2)c2ccccc2)c(C)o1 (centres undefined)	-0.5	-4	-7	1.1	-9	106	1.1	1.1	-3	7
56	CC1S/C(=N/N=C2CCC(C(C)(C)C)CC2)NC1=O (centres undefined)	-0.2	14	4	-0.5	6	111	0.9	1.2	0	-4
57	CN1CCN(c2ccc(Cl)cc2NC(=O)c2ccc(S(=O)(=O)N3CCCCCC3)cc2)CC1	-0.2	4	13	-1.1	-7	92	1.1	0.97	0	-13
58	Cc1cccc(NC(=O)/C=C/c2ccc(Cl)cc2)n1	0.1	-14	182*	-0.1	83*	139*	0.2	1.2	-3	-182
59	COC(=O)c1cccc(NC(=O)C23CC4CC(C2)CC(n2cncn2)(C4)C3)c1	-0.4	6	8	0.6	-5	97	1	1	-2	-8
60	Cc1ccc(N(CC(=O)NC2CC3CCC2C3)S(C)(=O)=O)cc1C (centres undefined)	-0.2	-3	-11	-3.0	-5	104	1.1	0.96	-10	11
61	COCCn1ccc(O)c(Cc2ccccc2)c1=O	-0.4	-6	25	-4.7	-5	91	1.1	0.96	0	-25
62	COc1ccc(NC(=O)Cn2cc(C#N)c3ccccc32)cc1	0.0	8	28	-1.5	-9	91	1.1	1.1	-7	-28
63	CCOC(=O)C1=C(O)C(=O)N(CCCn2ccnc2)C1c1ccc(OC)cc1 (centres undefined)	0.0	10	29	-0.7	5	96	0.9	0.94	-5	-29
64	CCS(=O)(=O)c1ccc2oc(=O)c(/C=C(\O)c3ccc(Cl)cc3)nc2c1	0.1	13	-16	0.0	0	107	1	1.1	-1	16
65	CCC1SC(CC)C(=O)N(CC(=O)NCCc2ccccc2)C1=O (centres undefined)	-0.1	-2	5	-0.1	-3	95	1	1.1	-1	-5
66	COc1ccc(NC(=O)/C=C/c2ccccc2[N+](=O)[O-])c(OC)c1	-0.1	-9	-4	4.3	1	104	1	0.94	4	4
67	Cc1cc(C(=O)N2CCN(Cc3ccc4c(c3)OCO4)CC2)on1	-0.3	0	-2	-0.4	-3	97	1	0.92	-4	2
